From PubChem
Nrf2 block: Nrf2 qHTS screen for inhibitors; hit rate 2.1% among 360,000; AID 504444, 2011; A549 ARE-Fluc reporter, luciferase luminescence, 18-24 h; Potency, µM (series often up to 46 µM), inactives show at the highest dose activity change, negative = inhibition, most hits filed as inhibitors; note: potency is the fitted concentration of half-maximal effect; % is set by controls: 0 for no effect and ±100 for the full control effect; nearly all actives have a fitted effect of over 60% in size
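Quantitative HTS in A549 cells stably bearing an antioxidant response element-firefly luciferase construct. Inhibition of Nrf2-driven transcription was scored by luminescence after 18-24 h of compound exposure at 37 °C.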
Nrf2 ARE act: qHTS of Nrf2 Activators; hit rate 0.31% among 410,000; Potency, µM (top dose mostly 46.1 µM), for the others: at the top dose activation, hits mostly activators; AREc32 ARE-luciferase reporter (MCF7-derived line), luminescence, 24 h; note: potency is the fitted concentration of half-maximal effect; % of control where 0% means no effect; nearly all actives have a fitted effect of over 65% in size
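Reporter line AREc32 (ARE-Fluc), seeded overnight in OPTI-MEM with 5% FBS; compound pin-transferred, 24 hr at 37 deg C, 5% CO2; luminescent read-out.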
Akt phos inh: HTS Assay for Inhibitors of Akt Phophorylation: Primary Screen. Neuro2A IGF-stimulated pAkt S473 HTRF, 20 min; hits give low values. activity change, % for hits at 50 µM. hit rate 0.32% among 360,000. AID 651550, 2012; in the data active = activity change below about -80%; inconclusive = mostly about -51% to -80%; note: % is set by controls: 0 for no effect and ±100 for the full control effect
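Neuro2A cells in DMEM with 0.5% FBS, overnight at 37 deg C, given compound at single 50 µM final, then IGF (6 nM final) for 20 min at 37 deg C. Lysed; phospho-Akt Ser473 by HTRF after 24 h, 665/615 ratio.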
CCT chaperon mod: High-Throughput Screening for Modulators of Cytosolic Chaperonin Activity. purified chaperonin ATPase assay, HTRF ADP detection, 30 min. activity change, % (test concentration not listed), hits read low. hit rate 0.3% among 360,000. AID 651819, 2012; in the data active = activity change below about -30%; note: % is set by controls: 0 for no effect and ±100 for the full control effect
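TRiC at 40 or 20 nM final (batch-dependent) in 30 mM Tris pH 7.4, 100 mM KCl, 5 mM MgCl2, 1 mM DTT, with compound at single 76 uM and 10 uM ATP, 30 min at 37 deg C. ADP detected by HTRF Transcreener, 665/615 ratio.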
Abeta yeast res: qHTS for compounds that reverse cellular toxicity of Amyloid beta (A-beta) peptide in yeast: Primary Screen; yeast expressing A-beta42, growth rescue, OD600, 48 h; response scale: 0% DMSO, 100% iron-clioquinol control; Potency, µM (top dose mostly 46.1 µM), for the others: at the highest dose growth rescue, hits mostly activators; hit rate 0.063% among 410,000; note: potency is the fitted concentration of half-maximal effect; nearly all actives have a fitted effect of over 55% in size
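Yeast growth medium received pinned compounds, then yeast cells expressing toxic A-beta were added; plates incubated at 30 C for 48 hr. Growth read as absorbance at 600 nm, normalized to DMSO and equimolar FeCl3 plus clioquinol controls.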
TGFb SMAD3 inh: qHTS for Inhibitors of TGF-b. HepG2 CAGA-GFP TGF-b/SMAD3 reporter, GFP fluorescence, 18 h; TGF-beta stimulated, 500 pg/mL final. Potency, µM (titrated, usually from 46.1 µM), inactives show at the highest dose activity, negative = inhibition, usual class: inhibitors. hit rate 1.2% among 410,000. AID 588855, 2011; note: potency is the fitted concentration of half-maximal effect; % is set by controls: 0 for no effect and ±100 for the full control effect; nearly all actives have a fitted effect of over 65% in size
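Inhibition of TGF-beta-driven CAGA-GFP reporter expression in HEPG2 cells is measured by cellular GFP fluorescence after 18 h stimulation with 500 pg/mL recombinant TGF-beta in 1% FBS medium at 37 degrees C.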
Mm-Cpn inhibitor: Inhibitors of TCP-1 ring complex (TRiC) of Methanococcus maripaludis (MmCpn): qHTS | AID 504842, 2011 | Chaperonin Mm-Cpn (Methanococcus maripaludis) | Potency, µM (top dose mostly 76.9 µM), for the others: at the top dose activity, negative = inhibition, hits mostly inhibitors | purified Mm-Cpn ATPase, ADP Transcreener TR-FRET | hit rate 0.031% among 330,000; note: potency is the fitted concentration of half-maximal effect; % is set by controls: 0 for no effect and ±100 for the full control effect; nearly all actives have a fitted effect of over 80% in size
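Measured: ADP formation by purified Mm-CPN. Conditions: 25 nM protein, 10 uM ATP, Tris pH 7.4 with Mg2+, K+ and DTT, 37°C for 30 min. Detection: Transcreener HTRF after 30 min at room temperature.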
A549 viability: Nrf2 qHTS screen for inhibitors: counterscreen for cytotoxicity; hit rate 0.16% among 390,000; AID 504648, 2011; Potency, µM (top dose mostly 46 µM), inactives show at the top dose activity change, negative = cytotoxicity, usual class: inhibitors; A549 ARE-Fluc cells, CellTiter-Fluor viability, 18-24 h; note: potency is the fitted concentration of half-maximal effect; % is set by controls: 0 for no effect and ±100 for the full control effect
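A549 ARE_Fluc cells in 5% FBS OPTI-MEM were exposed to compounds in concentration-response for 18-24 h at 37 deg C. Viability was read by CellTiter-Fluor fluorescence (Ex 405/Em 525) after 30 min, before the luciferase read.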
HepG2 tox: qHTS for Inhibitors of TGF-b: Cytotox Counterscreen; HepG2 CAGA-GFP viability, ATP luminescence, 18 h; Potency, µM (doses to about 46.1 µM), inactives show top-dose activity change, negative = cytotoxicity, most hits filed as cytotoxic; hit rate 0.76% among 410,000; AID 588856, 2011; note: potency is the fitted concentration of half-maximal effect; some results filed as inactive show a strong effect at the top dose
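HepG2 CAGA-GFP cells (1000/well, DMEM with 1% FBS) received compound, then TGF-beta at 500 pg/mL final, and were incubated 18 hours at 37 degrees C. Viability was read by CellTiter-Glo luminescence. Media-only wells were set as complete cell-killing and DMSO as no toxicity.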
Starred values were filed as active, the others as inactive; i = inactive; ? = inconclusive; . = no result given. Unless noted, calls come from the whole dose curve; as a rule, active = well fitted curve in the direction sought with a large enough effect; inconclusive = small, poorly fitted or top-dose-only effect, or another doubt; inactive = no such curve, though single readings can be large; an effect the other way counts as inactive or inconclusive.

SMILES | Nrf2 block | Nrf2 ARE act | Akt phos inh | CCT chaperon mod | Abeta yeast res | TGFb SMAD3 inh | Mm-Cpn inhibitor | A549 viability | HepG2 tox
COc1cccc(/C=C/C(=O)OCC(=O)N2CCN(S(=O)(=O)c3ccc(Cl)cc3)CC2)c1 | -1.2% | -0.4% | i | -1.2 | -11.4% | 4.9% | 0.2% | 2.6% | 0.0%
CCc1ccc(C(=O)NC(=S)Nc2ccc(N3CCOCC3)cc2)cc1 | ? | 0.2% | i | -1.3 | ? | -10.2% | -0.4% | 0.7% | -22.4%
O=C(CN1C(=O)NC2(CCCc3ccccc32)C1=O)N1CCN(c2cccc(C(F)(F)F)c2)CC1 (stereo not drawn) | ? | 0.1% | i | -1.6 | -3.8% | -16.3% | -0.4% | -0.9% | -11.6%
COc1ccc(/C=N/NC(=O)c2ccc(F)cc2)cc1CN1CCc2cc(OC)c(OC)cc2C1C (stereo not drawn) | -2.4% | 0.8% | i | -3.3 | 9.2% | -21.2% | 0.8% | ? | -20.8%
CCN(CC)CCCN(C(=O)c1ccc(F)cc1)c1nc(-c2ccc(OC)cc2)cs1 | 2.8% | 0.2% | i | -3.3 | 12.4% | ? | 1.2% | -12.6% | -38.0%
COc1cc(C)ccc1OCCCCNCc1ccccc1 | 3.3% | 0.2% | i | -1.2 | 11.2% | -8.1% | -0.4% | 17.5% | -9.1%
COc1ccc(N2CCN(/C(=N\S(=O)(=O)c3ccc(C)cc3)Nc3nc(C)cc(C)n3)CC2)cc1 | -20.6% | 0.3% | i | -1.6 | -11.9% | -1.7% | 1.8% | 2.3% | -23.6%
CCn1cc(C(=O)OCC(=O)Nc2ccccc2OC(F)F)c(=O)c2ccc(C)nc21 | -4.3% | -0.3% | i | -2.0 | 20.0% | 8.2% | 1.6% | -4.0% | 1.0%
Cc1c(NC(=S)N/N=C/c2ccc([N+](=O)[O-])cc2O)c(=O)n(-c2ccccc2)n1C | 2.6% | -0.1% | i | -0.3 | -6.6% | 1.5% | -1.8% | -12.7% | -15.9%
Cn1c(SCC(=O)CC(=O)Nc2ccccc2)nnc1-c1ccc(O)cc1 | ? | -0.3% | i | -0.6 | 26.2% | 1.2% | -0.9% | -4.5% | 1.1%
COc1cccc(C(=O)NNC(=O)C(=O)Nc2ccc(OC)cc2OC)c1 | -14.5% | -0.8% | i | 0.6 | 9.4% | -21.4% | 0.9% | 1.0% | 7.4%
O=C(Nc1ccc(Cl)cc1)N1CCCN(Cc2ccccc2F)C1 | 14.3% | 4.0% | i | -0.3 | 2.4% | 7.4% | -0.6% | -2.1% | -53.9%
O=C(NCCS(=O)(=O)NC1CCCC1)c1ccccc1 | -20.2% | -0.6% | i | -2.5 | -1.9% | -1.6% | 2.1% | 0.0% | -1.0%
c1ccc(C(c2ccccc2)N2CCN(Cc3nc(-c4cnccn4)no3)CC2)cc1 | 2.3% | -0.9% | i | -2.3 | -18.2% | -1.7% | 0.5% | -2.0% | -3.8%
CCc1noc(C)c1C(=O)OCC(=O)Nc1ccc2c(c1)OCO2 | -11.0% | -0.1% | i | 0.4 | -16.5% | 9.7% | 2.6% | 3.7% | -11.4%
CCCSc1nc(O)c(C(c2ccc(OC)c(O)c2)c2c(O)nc(SCCC)n(C)c2=O)c(=O)n1C | 3.4% | 6.9% | i | -0.2 | -5.3% | ? | 0.1% | -4.6% | -23.3%
COc1ccc(C(CNC(=O)c2cc(S(=O)(=O)N3CCCC3)ccc2Cl)N2CCCC2)cc1 (stereo not drawn) | 3.3% | -0.2% | i | 1.4 | 1.0% | 2.0% | -6.4% | -1.3% | -5.0%
CCOC(=O)N1CCN(C(=O)Cc2c(C(=O)O)n(C)c3ccccc23)CC1 | -20.6% | -0.7% | i | 1.6 | 4.9% | ? | -1.0% | 1.0% | 5.6%
CCOC(=O)Cn1c(=O)cnc2ccccc21 | 17.3% | -0.3% | i | -1.7 | 8.3% | -2.6% | 0.6% | -5.0% | -2.0%
CCCCCc1cccnc1 | 24.4% | -0.4% | i | -0.2 | -7.4% | 6.8% | 0.9% | 1.3% | 5.7%
Cc1cccc(NC(=O)CSc2nc(C)nc3c2c(=O)n(C)c(=O)n3C)c1 | -7.6% | -0.3% | i | -0.6 | 2.6% | -22.1% | 2.1% | -7.1% | -34.8%
CC(C)C(C)(C#N)NC(=O)CSc1nnc(-c2ccccc2)o1 (stereo not drawn) | 23.1% | 0.7% | i | 1.2 | 0.7% | 0.3% | -10.4% | 7.1% | 0.9%
CC(C)(C)NC(=O)CCN(/N=C/c1ccc([N+](=O)[O-])o1)C1=NS(=O)(=O)c2ccccc21 | ? | 3.4% | i | 0.1 | -2.1% | ? | 0.9% | ? | -9.7%
COc1ccc(-c2cc(C(F)(F)F)nc(N3CCN(c4ccc(F)cc4)CC3)n2)cc1OC | 0.2% | 0.6% | i | 0.1 | 1.9% | 1.5% | -0.1% | 4.4% | -16.8%
Cc1c(N=C2SCC(=O)N2/N=C/c2ccccc2)c(=O)n(-c2ccccc2)n1C | 5.1% | -0.2% | i | 0.2 | -0.9% | 25.8% | 0.7% | 1.0% | -102.1%

Three entries drawn at random from those above:
SMILES | Nrf2 block | Nrf2 ARE act | Akt phos inh | CCT chaperon mod | Abeta yeast res | TGFb SMAD3 inh | Mm-Cpn inhibitor | A549 viability | HepG2 tox
COc1cccc(/C=C/C(=O)OCC(=O)N2CCN(S(=O)(=O)c3ccc(Cl)cc3)CC2)c1 | -1.2% | -0.4% | i | -1.2 | -11.4% | 4.9% | 0.2% | 2.6% | 0.0%
COc1ccc(-c2cc(C(F)(F)F)nc(N3CCN(c4ccc(F)cc4)CC3)n2)cc1OC | 0.2% | 0.6% | i | 0.1 | 1.9% | 1.5% | -0.1% | 4.4% | -16.8%
COc1cccc(C(=O)NNC(=O)C(=O)Nc2ccc(OC)cc2OC)c1 | -14.5% | -0.8% | i | 0.6 | 9.4% | -21.4% | 0.9% | 1.0% | 7.4%

Compounds above containing a nitro group on carbon (two):
SMILES | Nrf2 block | Nrf2 ARE act | Akt phos inh | CCT chaperon mod | Abeta yeast res | TGFb SMAD3 inh | Mm-Cpn inhibitor | A549 viability | HepG2 tox
Cc1c(NC(=S)N/N=C/c2ccc([N+](=O)[O-])cc2O)c(=O)n(-c2ccccc2)n1C | 2.6% | -0.1% | i | -0.3 | -6.6% | 1.5% | -1.8% | -12.7% | -15.9%
CC(C)(C)NC(=O)CCN(/N=C/c1ccc([N+](=O)[O-])o1)C1=NS(=O)(=O)c2ccccc21 | ? | 3.4% | i | 0.1 | -2.1% | ? | 0.9% | ? | -9.7%

Additional entries
SMILES | Nrf2 block | Nrf2 ARE act | Akt phos inh | CCT chaperon mod | Abeta yeast res | TGFb SMAD3 inh | Mm-Cpn inhibitor | A549 viability | HepG2 tox
OC(CN1C2=NCCN2c2ccccc21)c1ccc(Br)cc1 (stereo not drawn) | -24.5% | 1.9% | i | -0.5 | 12.4% | -0.4% | -4.2% | -15.0% | -34.2%
O=C(Nc1c2c(nn1-c1ccc(F)cc1)CS(=O)(=O)C2)c1ccc2c(c1)OCO2 | -14.9% | -0.6% | i | 0.2 | 2.9% | 6.5% | 1.1% | -4.0% | 3.5%
O=C(c1cccs1)N1CCCC(c2nc(-c3ccc(F)cc3)no2)C1 (stereo not drawn) | . | 4.6% | i | -1.8 | -17.8% | -14.4% | 1.4% | 6.6% | -19.1%
CCOC(=O)C1CCCCN1C(=O)CCc1c(C)nc2ncnn2c1C (stereo not drawn) | ? | -1.5% | i | -2.3 | 0.1% | -10.4% | -1.4% | -6.4% | 9.5%
CCC(=O)Nc1nc(NCc2ccccc2OC)n(-c2ccccc2)n1 | -8.6% | 0.4% | i | -3.2 | -10.9% | 2.7% | -0.5% | -3.3% | -1.0%
COC(=O)c1ccccc1NC(=O)c1ccc(COc2ccccc2)o1 | -20.9% | 0.4% | i | -1.8 | 4.4% | -13.2% | . | -2.1% | -15.8%
Cc1cc(C)cc(Nc2cc(C)nc3ncnn23)c1 | . | 9.1% | i | -2.4 | 4.5% | -4.2% | . | . | -10.7%
O=C(CN1CCCC1)Nc1ccc(Cl)cc1C(F)(F)F | 10.9% | -0.7% | i | -3.5 | -2.2% | 4.2% | 2.1% | -8.2% | -1.6%
CC(=O)N1c2ccccc2Sc2ccccc21 | -2.7% | 1.9% | i | -2.9 | -0.2% | -2.6% | 0.2% | 9.5% | -15.6%
COc1cccc(/C=N/NC(=S)NC2CC3CC2C2C=CCC32)c1O (stereo not drawn) | 4.5% | 17.0% | i | 0.4 | -6.8% | -4.2% | -1.9% | 1.8% | -18.7%
CS(=O)(=O)N1CCCC(C(=O)NCc2ccccc2Cl)C1 (stereo not drawn) | -7.9% | 0.3% | i | -2.1 | 9.9% | -11.7% | 4.2% | 0.6% | 2.8%
CCOC(=O)c1nnsc1NC(=O)Nc1ccc(OC)cc1 | 2.4% | 0.2% | i | 2.1 | -6.1% | -0.3% | -0.3% | -0.2% | -0.4%
C=CCN1C(=O)C2C(C(=O)NCc3ccccc3)C3C=CC2(O3)C1C(=O)NC(C)(C)C (stereo not drawn) | -10.4% | 0.0% | i | -2.0 | 3.4% | -5.6% | -2.4% | 4.3% | -37.1%
CCc1ccccc1NC(=O)CN1C(=O)CCn2nc(-c3cccn3C)cc21 | . | 0.7% | . | . | -3.4% | 0.0% | . | -2.7% | -5.5%
